Screens (PubChem BioAssay)
phage Ecoli inh – E. coli growth loss with phage present. growth absorbance. inhibition, % at 11.9 µM. 0.26% of 360,000 active. AID 651602; in the data active means inhibition above about 11%
DSG3 Ab inh – inhibitors of pemphigus antibody binding to human desmoglein-3 | P32926 | DSG3-coupled beads, scFv-anti-DSG3-GFP binding, flow cytometry; hits give low values | binding (percent of control), % at 10 µM | 0.48% of 310,000 active;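 active means binding more than 3 SD below its plate's average and above zero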;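 further: hits lower antibody fragment binding to DSG3; some compounds called inactive have numbers as strong as hits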
Target sequence (P32926 whole entry, looked up, the tested form may be a part): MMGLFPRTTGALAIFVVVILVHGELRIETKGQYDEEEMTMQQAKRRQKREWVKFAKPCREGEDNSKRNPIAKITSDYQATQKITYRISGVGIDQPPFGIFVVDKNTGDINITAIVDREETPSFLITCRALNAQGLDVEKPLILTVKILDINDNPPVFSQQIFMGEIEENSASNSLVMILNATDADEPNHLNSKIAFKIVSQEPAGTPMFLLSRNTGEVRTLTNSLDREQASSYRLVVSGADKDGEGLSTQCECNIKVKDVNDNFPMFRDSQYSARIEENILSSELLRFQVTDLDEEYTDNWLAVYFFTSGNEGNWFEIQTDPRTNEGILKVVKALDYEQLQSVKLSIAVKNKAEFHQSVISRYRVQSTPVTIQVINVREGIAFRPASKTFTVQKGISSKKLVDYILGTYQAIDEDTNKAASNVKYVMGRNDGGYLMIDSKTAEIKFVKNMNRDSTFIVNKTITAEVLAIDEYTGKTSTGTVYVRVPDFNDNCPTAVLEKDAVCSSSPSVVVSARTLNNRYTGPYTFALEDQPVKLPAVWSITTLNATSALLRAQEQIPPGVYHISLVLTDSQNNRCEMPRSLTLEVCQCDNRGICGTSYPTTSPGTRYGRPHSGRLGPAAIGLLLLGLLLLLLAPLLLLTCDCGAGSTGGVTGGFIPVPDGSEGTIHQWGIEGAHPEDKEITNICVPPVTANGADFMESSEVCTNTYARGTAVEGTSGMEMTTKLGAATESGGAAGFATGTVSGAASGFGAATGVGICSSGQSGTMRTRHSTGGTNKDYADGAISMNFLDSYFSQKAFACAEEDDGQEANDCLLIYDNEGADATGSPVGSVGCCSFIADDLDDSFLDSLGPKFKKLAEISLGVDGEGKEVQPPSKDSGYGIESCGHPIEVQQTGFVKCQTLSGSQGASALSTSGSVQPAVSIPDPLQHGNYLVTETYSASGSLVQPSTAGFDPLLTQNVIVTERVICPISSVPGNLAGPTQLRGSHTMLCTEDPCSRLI
PKA-R1A activ – PKA-R1A complex activation; 0.083% of 340,000 active; P00514+P68181; activation, % at 11.4 µM; PKA-R1A dissociation, Cy5-IP20 fluorescence polarization; scaled: DMSO 0%, 113 µM cGMP 100%; AID 504707;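 active means percent activation above the mean of all tested compounds plus 3 SD, cut at about 19% in these data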;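 further: higher means more PKAc released from R1A so a rise in polarization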
The depositor's hits bear a star. These rows are one share of the data; count on the stated rates, not on these rows.

smiles | phage Ecoli inh | DSG3 Ab inh | PKA-R1A activ
Cc1ncc(C)c2c([N+](=O)[O-])cccc12 | -0.2 | 98.9 | 7.8
COc1cc(C(=O)N2CCOC23CCN(Cc2ccccc2)CC3)cc(OC)c1OC | -0.4 | 107.7 | 2.5
CCn1c(SCC(=O)Nc2oc(C)c3c(C)n[nH]c(=O)c23)nnc1-c1ccco1 | 2.7 | 101.3 | 4.5
COC(=O)CC1C(=O)NCCN1C(=O)c1oc2c(C)c(C)ccc2c1C (stereo unspecified) | 3.0 | 105.8 | 5.2
O=S(CC(O)(c1ccccc1)c1ccccc1)CC(O)(c1ccccc1)c1ccccc1 | -1.1 | 109.7 | 8.3
COC(=O)C[C@H]1C[C@H]2c3cc(NC(=O)Nc4ccc(F)cc4)ccc3O[C@H]2[C@@H](CO)O1 | 2.1 | 103.6 | -10.8
CC(C)N(Cc1ccccc1)S(=O)(=O)c1ccc(-n2cccn2)cc1 | 1.9 | 100.2 | -5.6
COc1ccc(N2CCN(CCCn3ccc(NC(=O)OCc4ccccc4)nc3=O)CC2)cc1 | 3.2 | 107.2 | 5.0
CC(=O)Nc1cccc(/C(C)=N/NC(=O)c2cccc(S(=O)(=O)N3CCCC3)c2)c1 | 1.5 | 96.3 | -1.6
c1ccc2c(c1)COc1c3cc4c(cc3nn1-2)OCO4 | 0.7 | 99.6 | 5.6
Cc1ccc([C@@H]2C[C@H]3[C@@H](CN2S(=O)(=O)c2ccc(C)cc2)C(=O)C[C@@H](c2ccc(Cl)cc2)N3S(=O)(=O)c2ccccc2C)cc1 | 0.7 | 95.4 | -5.1
CCn1cc(C(=O)N2CCCC(C(=O)c3cccc(C(F)(F)F)c3)C2)cn1 (stereo unspecified) | 0.7 | 94.8 | 6.6
Cc1ccc([C@H]2C[C@@H](n3cc(-c4ccc(F)cc4)nn3)[C@H](O)CN2CC2CCCCC2)cc1 | 1.9 | 99.6 | 0.9
Cc1[nH]c(=O)[nH]c(=O)c1C=CC(=O)NC(CO)CS(=O)Cc1ccccc1 (stereo unspecified) | 3.9 | 104.9 | 4.4
CC1(C(=O)NNC(=O)c2cccc([N+](=O)[O-])c2)CC1Br (stereo unspecified) | -0.8 | 105.4 | -3.3
C[C@H]1CN(Cc2ccccc2)C(=O)[C@@H]1CC(=O)Nc1ccccc1 | -0.2 | 104.0 | 4.8
COc1ccc(OC)c(C=Cc2ccc([N+](=O)[O-])cc2)c1 | 3.0 | 111.4 | -3.7
Cc1ccn(CCC(=O)N2CCCC(N3CCN(c4ccccc4C)CC3)C2)n1 (stereo unspecified) | 1.3 | 95.9 | -2.3
O=c1c2ccc(F)cc2sn1-c1ccccc1 | 3.0 | 50.1* | -0.8
CC(Cc1ccccc1)NC(=O)CCNNC(=O)c1ccncc1 (stereo unspecified) | 3.5 | 97.2 | 8.9

Next part, overlapping the part above by four compounds.
smiles | phage Ecoli inh | DSG3 Ab inh | PKA-R1A activ
COc1ccc(OC)c(C=Cc2ccc([N+](=O)[O-])cc2)c1 | 3.0 | 111.4 | -3.7
Cc1ccn(CCC(=O)N2CCCC(N3CCN(c4ccccc4C)CC3)C2)n1 (stereo unspecified) | 1.3 | 95.9 | -2.3
O=c1c2ccc(F)cc2sn1-c1ccccc1 | 3.0 | 50.1* | -0.8
CC(Cc1ccccc1)NC(=O)CCNNC(=O)c1ccncc1 (stereo unspecified) | 3.5 | 97.2 | 8.9
CCn1ncc(CN2CCC(n3nccc3NC(=O)c3ccccc3Cl)CC2)c1C | 0.2 | 108.9 | -3.8
CC1CN(C(=O)COC(=O)c2ccc3ccccc3c2)CC(C)O1 (stereo unspecified) | -0.6 | 103.2 | 12.1
O=C(Nc1cnns1)Oc1ccccc1 | 2.4 | 104.1 | -5.8
COc1ccccc1C(=O)NNC(=O)c1ccc2ccccc2c1O | 3.6 | 102.5 | 2.3
COc1ccc(C(=O)N/C(=C\c2ccc(-c3cccc([N+](=O)[O-])c3)o2)C(=O)NCCCN2CCOCC2)cc1 | 4.7 | 101.3 | -15.7
CC1CC(C)(C)CC2(C1)NC(=O)N(CC(=O)Nc1ccc3c(c1)OCO3)C2=O (stereo unspecified) | 1.6 | 91.5 | -0.8
Cc1cc(C)c2cc(C#N)c(NCCCNC(=O)c3ccncc3)nc2c1 | -1.8 | 99.1 | -5.3
CN(C(=O)C(C)(C)C)[C@H]1C[C@H]2c3[nH]c4ccccc4c3CCN2C(=O)[C@H]1CO | 9.2 | 109.3 | -1.2
Cn1cnc([N+](=O)[O-])c1Sc1ccncn1 | -0.3 | 104.2 | -3.9
COc1ccc(Cc2nc3ccc(C(=O)N(C)Cc4nccn4C)cc3o2)cc1 | -1.9 | 112.5 | -3.0
COc1ccc(-c2ccc(CN3C(C(C)C)C(=O)N(Cc4cn(CC5CCCCC5)nn4)CCS3(=O)=O)cc2)cc1 (stereo unspecified) | 0.3 | 99.8 | -2.1
COc1cc(/C=C2\C(=O)N(c3cccc(C(=O)O)c3)N=C2C)ccc1OCc1ccccc1 | 3.4 | 114.8 | 2.9
CCOC(=O)C1CCN(C(=O)c2ccccc2)c2scc(-c3ccccc3)c2C1=O (stereo unspecified) | 1.2 | 105.2 | -0.4
CC(C)(C)NC(=O)CN1C(=O)c2cccc3cccc1c23 | 1.7 | 90.3 | 0.8
CCN1C(=O)[C@H]2[C@@H](c3ccc(C)cc3)N[C@]3(CCCN(Cc4ccc(F)cc4)C3=O)[C@H]2C1=O | 3.1 | 111.1 | -15.6
COc1ccc(CCNCCC(c2ccccc2)c2ccccc2)cc1OC | 1.9 | 101.2 | 1.4
O=c1cc(-c2ccccc2)nc2c(Cl)cc(Cl)cn12 | 1.8 | 104.2 | -2.8
O=C(O)c1c[nH]c2nccnc12 | 0.1 | 100.8 | -9.9
CCCCN(C(=O)CCOc1ccc(OCC)cc1)c1c(N)n(Cc2ccccc2)c(=O)[nH]c1=O | 0.8 | 99.7 | 1.2
COc1ccc(NC(=O)COC(=O)C2CCCN2C(=O)OC(C)(C)C)cc1Cl (stereo unspecified) | 4.8 | 99.7 | -4.5

Compound profiles (already shown):
Entry for CCOC(=O)C1CCN(C(=O)c2ccccc2)c2scc(-c3ccccc3)c2C1=O (stereo unspecified) : phage Ecoli inh: 1.2; DSG3 Ab inh: 105.2; PKA-R1A activ: -0.4
Entry for CCN1C(=O)[C@H]2[C@@H](c3ccc(C)cc3)N[C@]3(CCCN(Cc4ccc(F)cc4)C3=O)[C@H]2C1=O : phage Ecoli inh: 3.1; DSG3 Ab inh: 111.1; PKA-R1A activ: -15.6

The results go on.
Under each structure – phage Ecoli inh	DSG3 Ab inh	PKA-R1A activ
> CN(CC(=O)Nc1c(Cl)cccc1Cl)CC(=O)N1CCc2ccccc21
→ 3.9	99.0	-2.4
> CCC1CCCCN1C(=O)COC(=O)c1cncc(Br)c1 (stereo unspecified)
→ 0.6	101.5	-5.8
> O=[N+]([O-])c1cc2ncccc2c2ncccc12
→ 4.0	99.1	6.2
> O=C(NCCS(=O)(=O)NCc1cccs1)c1ccccc1
→ 1.9	112.8	-2.8
> COc1cccc(S(=O)(=O)N(C)C[C@H]2OCc3cnnn3CCCC(=O)N([C@H](C)CO)C[C@@H]2C)c1
→ 1.7	109.2	2.4
> Cc1cc(OCC(=O)OC(C)C(=O)NC2CC2)c(C(C)C)cc1Cl (stereo unspecified)
→ -1.1	99.0	3.2
> Oc1c(C(c2ccccc2)N2CCCCC2)ccc2ccccc12 (stereo unspecified)
→ 6.0	101.9	3.2
> O[C@@H]1CN(Cc2cccs2)[C@@H](c2ccccc2)C[C@H]1n1cc(C2CC2)nn1
→ 3.8	109.7	-4.8
> C[C@H](CO)N1C[C@H](C)[C@H](CN(C)S(=O)(=O)c2cn(C)cn2)OCc2cnnn2CCCC1=O
→ 2.3	103.1	4.1
> Cc1ccc(S(=O)(=O)N2C[C@H]3[C@H]4C(=O)N(c5ccccc5)C(=O)[C@H]4C[C@H](OC(=O)NCc4ccccc4F)[C@@]3(O)C2)cc1
→ 2.1	108.5	-8.1
> O=C(O)C=Cc1c[nH]c2nccnc12
→ 1.9	109.4	-7.8
> NC(=O)NC(CC(=O)OCC(=O)Nc1nnc(-c2ccccc2)o1)c1ccc(Cl)cc1 (stereo unspecified)
→ 2.7	103.5	0.6
> O=S(=O)(c1ccc(NC(=S)N2CCOCC2)cc1)N1CCCCC1
→ 3.6	108.3	1.6
> O=C(Cc1cccs1)NCCS(=O)(=O)N1CCN(c2ccccc2)CC1
→ 2.3	92.8	-6.8
> CCNC(=S)N1CCC(C(=O)c2ccc(F)cc2)CC1
→ 3.0	97.0	-1.7
> Cc1ccc(S(=O)(=O)N2CCOCC2)cc1NC(=O)Cn1nnc(-c2ccccc2)n1
→ 3.4	95.1	-4.2
> OC(c1ccccc1)c1ccccc1CN1CCCNC1=S (stereo unspecified)
→ -1.6	94.3	-6.6
> O=C1CC[C@@H](C(=O)N2CSC[C@@H]2C(=O)Nc2ccc(C(F)(F)F)cc2)N1
→ 3.9	102.5	0.6
> Nc1nc(N)c2c(n1)CN(Cc1ccc(Cl)cc1)C2
→ 4.0	109.3	-2.8
> NC(=O)NN=C1CCN2CCCc3cccc1c32
→ 2.7	106.1	-12.6
> O=C(O)C1CCCN1c1nc(Cl)ccc1[N+](=O)[O-] (stereo unspecified)
→ 2.3	90.2	8.7
> NC(=O)c1nc2c([nH]c1=O)CCCC2
→ 3.3	104.4	3.1
> COc1ccc(S(=O)(=O)N2CCC(C(=O)NCCc3ccc(OC)c(OC)c3)CC2)cc1
→ 0.9	103.8	-4.7
> CN(C)c1ccc(/C=C2\c3ccccc3C(=O)N2c2ccccc2)cn1
→ 0.6	108.2	-1.9
> CC1(C)Cc2cccc(OCC(=O)OCC(=O)Nc3ccc(S(N)(=O)=O)cc3)c2O1
→ 0.9	103.6	7.3
> O=C(N=C1SC2CS(=O)(=O)CC2N1Cc1ccccc1)C1CC1 (stereo unspecified)
→ 2.7	102.4	2.4
> COc1ccc([C@H]2N[C@]3(CCCN(Cc4ccc(C(F)(F)F)cc4)C3=O)[C@H]3C(=O)N(Cc4ccccc4)C(=O)[C@@H]23)cc1
→ -0.6	107.1	1.2
> O=C(c1cccs1)N1C[C@@H](O)[C@H](n2cc(-c3ccc(F)cc3)nn2)C[C@@H]1c1ccccc1
→ 4.3	102.5	-10.2
> COc1cc(N(C(C)=O)c2ccc(O)c(C(=O)O)c2)c2ncccc2c1
→ -2.2	105.4	9.7
> O=C(O)c1sccc1S(=O)(=O)N1CCCCC1
→ 2.1	104.9	-0.4
> Cc1cc(C)n2nc(SCC(=O)NC3(C#N)CCCCC3)nc2n1
→ 0.1	106.4	-2.4
> Cc1n[nH]c2ccc(Br)cc2c1=O
→ 5.8	100.2	1.0
> Cc1ccc(S(=O)(=O)N2CCOCC2)cc1NC(=O)CSc1nnnn1C1CC1
→ 0.5	98.7	-0.5
> Cc1ccnn1CCC(=O)N1CCCC(Nc2ccc(C(C)C)cc2)C1 (stereo unspecified)
→ -0.6	99.0	5.0
> O=S1(=O)CCN(C2CCCCCCC2)CC1
→ 1.1	96.7	-5.3
> O=C(c1ccco1)N1N=C(c2ccccc2O)CC1c1cccs1 (stereo unspecified)
→ 0.5	100.4	-4.1
> CC(=O)Nc1ccc2cnn(C(C)=O)c2c1
→ 2.5	106.5	-4.4
> CC1(c2ccc(F)cc2)OC(=O)c2c1ccc1ccccc21 (stereo unspecified)
→ 3.0	98.2	3.9
> N#CCC(=O)Nc1ccc(C(=O)OCC(=O)Nc2cccc3ccccc23)cc1
→ 3.1	104.7	2.7
> COc1cc2ccc(C(C)=NNC(N)=S)cc2cc1OC
→ 2.3	107.3	3.8
> COc1cc(NC(=O)COc2ccc([N+](=O)[O-])cc2)ccc1NC(=O)c1ccco1
→ -0.7	102.6	-9.8
> COc1ccc(N/C(N)=N/c2nc(C)cc(C)n2)cc1
→ 4.6	99.0	-6.2
> CCCn1c(=S)[nH]c2cc(C(=O)N3CCN(C)CC3)ccc2c1=O
→ 4.2	107.4	-7.6
> Cc1cc(OCC(=O)Nc2nccs2)c2c(C)c(C)c(=O)oc2c1
→ 1.1	105.1	13.9
> COc1ccccc1-c1cnc2c(c1)C(=O)N([C@@H](C)CO)C[C@H](C)[C@H](CN(C)C)O2
→ -0.1	100.4	6.4
> c1ccc(C2=NC(c3ccccc3)CC2)cc1 (stereo unspecified)
→ 4.3	105.0	-2.5
> CC(C)C1C(=O)N(Cc2cn(CCC3OCCCO3)nn2)CCS(=O)(=O)N1Cc1ccc(-c2ccncc2)cc1 (stereo unspecified)
→ 0.9	107.6	6.1
> CCC(Sc1nc2ccsc2c(=O)n1Cc1ccc(C(=O)O)cc1)C(=O)Nc1cccc(OC)c1 (stereo unspecified)
→ 2.2	97.7	-8.2
> COCCNC(=S)Nc1ccc(N2CCOCC2)c(S(=O)(=O)Nc2ccc(Cl)cc2)c1
→ 0.2	100.2	-5.5
> COc1ccc(CC(=O)OCC(=O)N2c3ccccc3CC2C)cc1OC (stereo unspecified)
→ -1.1	101.8	1.7

Further structures follow:
Under each structure – phage Ecoli inh	DSG3 Ab inh	PKA-R1A activ
> O=C(Nc1ccccc1Cl)c1cc(S(=O)(=O)N2CCC3(CC2)OCCO3)ccc1F
→ 4.4	104.2	-4.3
> Cn1nnc(NC(=S)NC(=O)c2ccc3ccccc3c2)n1
→ 6.1	94.5	10.6
> COc1cccc(CNC(=O)COC(=O)c2ccc(N3CCCC3=O)cc2)c1
→ 4.4	103.8	-1.8
> O=C1C2C3C=CC(C3)C2S(=O)(=O)C2C3C=CC(C3)C12 (stereo unspecified)
→ 2.9	99.8	-3.7
> CCCCCCCC1=NN(c2ccc(S(=O)(=O)O)cc2)C(=O)C1N=O (stereo unspecified)
→ 2.3	103.7	2.0
> Cc1ccc(C(=O)OCC(=O)Nc2cc(Cl)ccc2C#N)o1
→ 1.9	99.0	6.1
> COc1cccc(N2CCN(C(=O)c3cccc(NC(=O)C4=C(C)OCCS4)c3)CC2)c1
→ 3.9	94.8	4.4
> C[C@@H]1CN([C@H](C)CO)C(=O)CCCn2cc(nn2)CO[C@H]1CN(C)S(=O)(=O)c1ccc(-c2ccccc2)cc1
→ 3.7	107.5	3.6
